High-throughput results deposited in PubChem BioAssay by National Center for Advancing Translational Sciences (NCATS).
D1 antagonist – human D1 dopamine receptor antagonism. AID 504652. P21728. actives 3.2% (n = 360,000). activity change, negative = inhibition, % at 10 µM. HEK293 TREx D1 cells, calcium flux, dopamine EC80; hits give low values; in the data active = activity change below about -30%; note: % is set by controls: 0 for no effect and ±100 for the full control effect
Target sequence (P21728 whole entry, looked up): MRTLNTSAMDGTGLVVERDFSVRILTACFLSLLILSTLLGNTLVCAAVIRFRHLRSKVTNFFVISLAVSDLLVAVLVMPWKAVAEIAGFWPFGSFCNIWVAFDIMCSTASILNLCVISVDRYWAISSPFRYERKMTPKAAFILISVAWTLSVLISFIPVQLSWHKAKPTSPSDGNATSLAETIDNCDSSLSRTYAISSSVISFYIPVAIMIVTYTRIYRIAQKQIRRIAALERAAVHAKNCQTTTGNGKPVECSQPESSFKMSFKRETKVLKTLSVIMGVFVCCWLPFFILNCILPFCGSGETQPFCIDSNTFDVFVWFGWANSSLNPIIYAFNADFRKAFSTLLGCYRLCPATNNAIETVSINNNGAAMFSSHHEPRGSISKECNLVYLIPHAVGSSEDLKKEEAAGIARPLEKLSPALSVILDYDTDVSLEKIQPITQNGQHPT
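HEK293 T-REx cells expressing inducible, force-coupled D1 receptor; no-wash Ca dye, 30–90 min RT. Cmpd → 180 s read at 1 Hz → EC80 DA → 180 s read.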
Glioma ERSR ind – inducers of ER stress response in human glioma cells. U87-MG GRP78 promoter luciferase reporter, 16 h. AID 602332. Potency, µM, without a hit: at the highest dose activation, usual class: activators. actives 0.02% (n = 420,000); note: potency is the fitted concentration of half-maximal effect; series mostly up to about 76 µM; % of control where 0% means no effect; nearly all actives have a fitted effect of over 35% in size
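ERSR induction read as luciferase luminescence (Bright-Glo, 10 min at room temperature) in stably transfected human U87-MG glioma cells exposed to compounds for 16 h, using GRP78 as sensor.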
D1 agonist – activates the human D1 dopamine receptor; actives 1% (n = 360,000); activation, % at 2 µM; HEK293 T-REx D1 cells, calcium flux, agonist mode; in the data active = activation above about 30%; note: 0% is about no effect
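Inducible HEK293 T-REx D1 cells, force-coupled to calcium signalling, were plated at 4000 cells/well with tetracycline and held overnight at 30 C. After no-wash calcium dye loading, compound-evoked calcium rise over 180 s flagged agonists.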
Vif-APOBEC3G blk – Vif-A3G binding inhibition. actives 0.076% (n = 410,000). Potency, µM (top dose mostly 46.1 µM), for inactives: at the highest dose activity, negative = active, most hits filed as inhibitors. HeLa A3G-eYFP + Vif (tagged APOBEC3G with the HIV-1 protein that degrades it), YFP fluorescence, overnight;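 note: potency is the fitted concentration of half-maximal effect; % is set by controls: 0 for no effect and ±100 for the full control effect; nearly all actives have a fitted effect of over 60% in size; hits raise eYFP signal because A3G escapes Vif-driven loss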
Target sequence (Q9HC16 whole entry, looked up): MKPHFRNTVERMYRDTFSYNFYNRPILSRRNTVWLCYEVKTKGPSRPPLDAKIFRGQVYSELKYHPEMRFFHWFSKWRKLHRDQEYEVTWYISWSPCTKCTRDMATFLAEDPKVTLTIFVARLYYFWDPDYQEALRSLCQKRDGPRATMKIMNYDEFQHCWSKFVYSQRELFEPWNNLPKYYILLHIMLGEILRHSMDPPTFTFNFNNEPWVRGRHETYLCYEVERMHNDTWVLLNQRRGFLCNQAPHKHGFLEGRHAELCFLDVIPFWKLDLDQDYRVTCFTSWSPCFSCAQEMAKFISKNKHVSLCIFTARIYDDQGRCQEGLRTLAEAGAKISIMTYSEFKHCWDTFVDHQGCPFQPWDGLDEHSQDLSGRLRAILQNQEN
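HeLa cells stably expressing Vif and C-terminally eYFP-tagged A3G, seeded overnight at 37 deg C, then exposed to compound by pintool overnight at 37 deg C. Rise in yellow fluorescence (Ex 488/Em 500-530, Acumen) marks blocked Vif-driven A3G degradation.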
RXFP1 agonist – activates the human relaxin receptor RXFP1; Q9HBX9; HEK293T-RXFP1 cAMP TR-FRET, 30 min; response scale: percent of porcine relaxin response, buffer zero; Potency, µM (titrated, usually from 57.5 µM), inactives show at the highest dose activation, hits mostly activators; actives 0.3% (n = 370,000); note: potency is the fitted concentration of half-maximal effect; % is set by controls: 0 for no effect and ±100 for the full control effect; nearly all actives have a fitted effect of over 60% in size; many of its hits are not listed in these tables
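HEK293 cells stably expressing RXFP1, treated 30 min at 37C with compounds plus PDE4 inhibitor Ro 20174; cAMP measured by HTRF TR-FRET. Normalized to buffer and 29 nM porcine relaxin; EC50 by Hill fit.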
D2 potentiator – positively modulates the human D2 dopamine receptor allosterically. actives 0.34% (n = 340,000). HEK293 T-REx D2, calcium flux, EC20 dopamine potentiation. potentiation, % at 10 µM. AID 485347;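 active = potentiation over 3 SD above the plate norm, cut at about 30% in these data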; note: 0% is about no effect
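Potentiation of an EC20 dopamine calcium response measured kinetically over 180 s, after a preceding 180 s compound-only read flagging agonists. Cells: inducible Hek293 Trex D2 line, 4000/well, cultured overnight at 30 C before dye loading.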
D1 potentiator – human D1 dopamine receptor positive modulation. potentiation, % at 10 µM. AID 504651. P21728. HEK293 TREx D1 cells, calcium flux, dopamine EC20 potentiation. actives 0.036% (n = 360,000); in the data active = potentiation above about 30%; note: 0% is about no effect
RXFP1 antagonist – RXFP1 (human) relaxin receptor antagonism; actives 0.59% (n = 350,000); AID 1259400; activity change, negative = inhibition, % at 57.5 µM; HEK293-RXFP1, relaxin-stimulated cAMP HTRF, 30 min; hits give low values;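 active = activity change of -60% or lower, but not beyond a set lower limit; inconclusive = change between -60% and -40%, or beyond the set limit; inactive = change above -40%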; note: % is set by controls: 0 for no effect and ±100 for the full control effect
Vif-A3F inh – blocks the Vif interaction with APOBEC3F; Potency, µM (highest dose often 46.1 µM), for the others: at the top dose activity, negative = active; AID 602313; HeLa A3F-eYFP + Vif (tagged APOBEC3F with the HIV-1 protein that degrades it), YFP fluorescence increase; actives 0.2% (n = 390,000); note: potency is the fitted concentration of half-maximal effect; % of control where 0% means no effect; nearly all actives have a fitted effect of over 65% in size
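HeLa cells stably expressing A3F-eYFP plus Vif, plated and incubated overnight at 37 deg C, then exposed to compounds overnight at 37 deg C. Blocked degradation read as raised yellow fluorescence (Ex 488/Em 500-530).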
Starred values were filed as active, the others as inactive; ? = inconclusive; . = not tested or not shown; & = joins results of further samples. Unless noted, calls come from the whole dose curve; as a rule, active = well fitted curve in the direction sought with a large enough effect; inconclusive = small, poorly fitted or top-dose-only effect, or another doubt; inactive = no such curve, though single readings can be large; an effect the other way counts as inactive or inconclusive.

smiles	RXFP1 antagonist	Vif-A3F inh	D1 potentiator	Glioma ERSR ind	D1 antagonist	RXFP1 agonist	D2 potentiator	D1 agonist	Vif-APOBEC3G blk
O[C@@H]1CN(CC2CCCCC2)[C@@H](c2ccc(Cl)cc2)C[C@H]1n1cc(-c2ccc(F)cc2)nn1	-4	0%	.	-1%	.	.	.	.	-3%
Cn1ccnc1C(=O)c1ccc(N)cc1	2	0%	-3	3%	3	-2.3%	-7	0	0%
COc1cccc(NS(=O)(=O)NC(=O)c2c[nH]c3ccccc23)c1	-10	2%	-1	-4%	5	-0.8%	19	1	1%
O=C(Cc1ccsc1)NNC(=O)c1ccccc1O	-2	-5%	-2	6%	11	-1.4%	11	3	-2%
CS(=O)(=O)N(CC(=O)N1CCN(Cc2ccccc2)CC1)c1ccccc1Br	3	3%	-3	-3%	-13	0.6%	-7	3	1%
CCOC(=O)c1c(C)oc2nc(C)nc(NCCCN3CCN(c4cc(Cl)ccc4C)CC3)c12	-12	-1%	5	-2%	9	4.4%	-12	1	-2%
Cc1cccc(NC(=O)c2cc(S(=O)(=O)N3CCCC3)cn2C)c1	10	-11%	1	-2%	-22	4.0%	-5	2	0%
CCOc1cc(CN2CCN(CCOCCO)CC2)ccc1OC	0	-1%	-8	-4%	10	-0.2%	2	1	-1%
COC(=O)CCC(=O)N1CCCC(N2CCN(c3ccc(OC)cc3)CC2)C1 (centres undefined)	-7	-1%	-3	-1%	-10	1.7%	-2	1	-5%
C#CCOCCOCCOCCNc1nc(N2CCN(C(=O)CCCCCCCCCCNC(=O)Cn3cc(C[C@@H](C)O)nn3)CC2)nc(N2CCN(C(=O)CCCCCCCCCCNC(=O)[C@H](CCCCN)n3cc(C[C@@H](C)CC)nn3)CC2)n1	.	4%	2	-12%	57	0.5%	.	8	?

Remaining list, next part
smiles	RXFP1 antagonist	Vif-A3F inh	D1 potentiator	Glioma ERSR ind	D1 antagonist	RXFP1 agonist	D2 potentiator	D1 agonist	Vif-APOBEC3G blk
CC#CCNCc1ccccc1	-19	.	-2	-6%	-2	0.7%	-7	1	-5%
CC1CC(C)CN(CCCNC(=O)c2ccc3c(SCC(=O)O)c4c(nc3c2)CCC4)C1 (centres undefined)	4	4%	-4	-2%	6	-1.9%	3	5	1%
O=C1CCCC2=C1C(c1ccc(Cl)cc1)n1c(s/c(=C\c3ccc4ccncc4c3)c1=O)=N2 (centres undefined)	11	-29%	-2	-2%	7	-1.2%	21	2	0%
Cc1cc([N+](=O)[O-])ccc1NC(=O)Nc1ccccc1F	1	9%	-7	1%	2	1.6%	-1	15	0%
CCOc1ccc(S(=O)(=O)N2CCOCC2)cc1NC(=O)CCN1C(=O)NC2(CCCC2)C1=O	0	-2%	.	-4%	.	.	.	.	0%
COc1cc(NC(=O)c2ccccc2)c(OC)cc1NC(=O)CN1CCN(c2ccccn2)CC1	2	0%	-7	-2%	-8	-2.4%	-29	1	-10%
COc1ccc(CN(C)C(=O)C(Cc2ccccc2)NC(=O)c2ccccc2)cc1F (centres undefined)	-26	11%	-4	-6%	-2	1.1%	17	2	1%
COc1ccc(CCNC(=O)C(=O)NCCOc2ccccc2)cc1OC	37	2%	1	-2%	-25	-0.4%	15	1	0%
O=C(C1CC(=O)N(c2ccc(F)c(Cl)c2)C1)N1CCOCC1 (centres undefined)	0	-8%	.	2%	.	.	.	.	-3%
N=C1c2ccccc2CN1NC(=O)c1cccc(S(=O)(=O)N2CCOCC2)c1	-12	0%	0	-6%	-1	0.7%	-2	3	-1%

Entries of single compounds from above. Order of values: RXFP1 antagonist	Vif-A3F inh	D1 potentiator	Glioma ERSR ind	D1 antagonist	RXFP1 agonist	D2 potentiator	D1 agonist	Vif-APOBEC3G blk
Listed for `CCOc1cc(CN2CCN(CCOCCO)CC2)ccc1OC` = 0	-1%	-8	-4%	10	-0.2%	2	1	-1%
Listed for `C#CCOCCOCCOCCNc1nc(N2CCN(C(=O)CCCCCCCCCCNC(=O)Cn3cc(C[C@@H](C)O)nn3)CC2)nc(N2CCN(C(=O)CCCCCCCCCCNC(=O)[C@H](CCCCN)n3cc(C[C@@H](C)CC)nn3)CC2)n1` = .	4%	2	-12%	57	0.5%	.	8	?
Listed for `COc1ccc(CN(C)C(=O)C(Cc2ccccc2)NC(=O)c2ccccc2)cc1F` (centres undefined) = -26	11%	-4	-6%	-2	1.1%	17	2	1%
Listed for `O[C@@H]1CN(CC2CCCCC2)[C@@H](c2ccc(Cl)cc2)C[C@H]1n1cc(-c2ccc(F)cc2)nn1` = -4	0%	.	-1%	.	.	.	.	-3%
Listed for `Cc1cccc(NC(=O)c2cc(S(=O)(=O)N3CCCC3)cn2C)c1` = 10	-11%	1	-2%	-22	4.0%	-5	2	0%

(next part)
smiles	RXFP1 antagonist	Vif-A3F inh	D1 potentiator	Glioma ERSR ind	D1 antagonist	RXFP1 agonist	D2 potentiator	D1 agonist	Vif-APOBEC3G blk
C#CCC(NC(=O)c1ccc(C#N)cc1)C(=O)NCCC (centres undefined)	.	-4%	-1	3%	.	0.6%	-5	0	0%
Cc1cccc(NC(=O)CC2SC(=NC3CCCCC3)NC2=O)c1 (centres undefined)	-7	-8%	-1	-2%	-33*	-0.2%	5	2	-2%
CCOC(=O)c1ccc(Nc2c(-c3ccc(OC)cc3)nc3nc[nH]n23)cc1	-34	2%	-1	2%	4	-2.4%	.	5	-1%
O=C(/C=C/c1ccccc1)N/C(=C/c1ccccc1)C(=O)Nc1ccccc1O	7	-3%	-1	5%	-2	-0.3%	-6	3	-8%
CCOc1ccccc1NC(=O)Cn1c(=O)n(CCC(C)C)c(=O)c2cccnc21	.	-5%	-3	-1%	-8	?	-6	0	1%
COc1cccc(NC(=O)Nc2ccc(CC(=O)O)cc2)c1	-1	-1%	-1	-1%	2	0.9%	8	1	2%
Cc1ccc(NC2=NC(c3ccco3)n3c(nc(C)cc3=O)N2)c(C)c1 (centres undefined)	.	.	-2	.	-21	1.1%	5	2	.
CCCc1ccc(OCC(O)CN2CCN(C(=O)OCC)CC2)cc1 (centres undefined)	-3	3%	-2	-3%	-4	1.3%	-9	2	5%
COc1ccc(OCCCn2c(C)nc3cc(C)c(C)cc32)cc1	-12	-10%	-1	-1%	-22	1.1%	6	1	2%
CCCn1c(SCC(=O)Nc2nnc(C(C)C)s2)nc2c1c(=O)n(C)c(=O)n2C	8	0%	0	-2%	-3	2.9%	1	1	0%

The list continues:
smiles	RXFP1 antagonist	Vif-A3F inh	D1 potentiator	Glioma ERSR ind	D1 antagonist	RXFP1 agonist	D2 potentiator	D1 agonist	Vif-APOBEC3G blk
COc1ccc(NC(=O)N2CCN(S(C)(=O)=O)CC2)cc1	-4	-17%	-2	0%	.	-0.9%	12	1	-3%
Cc1ccc(-c2ccc(/C=C(\C#N)C(=O)Nc3cc(C)nn3-c3ccccc3)o2)cc1	.	.	-8	.	-25	10%	-3	61*	.
CCCc1cc(=O)oc2c3c(cc(OCC(=O)NCCCn4ccnc4)c12)OC(C)(C)CC3	.	-1%	-3	0%	-8	4.1%	12	0	-1%
CCCS(=O)(=O)N1CCN(S(=O)(=O)c2ccc(F)cc2)CC1	6	-3%	-6	-3%	-18	-0.5%	-3	3	1%
COc1ccc(CNC(=O)C2CC(c3cc(C(F)(F)F)cc(C(F)(F)F)c3)=NO2)cc1 (centres undefined)	.	-3%	-5	0%	16	0.1%	.	25	?
CCCOc1ccc(NC(=O)C2OC3OC(C)(C)OC3C3OC(C)(C)OC23)cc1 (centres undefined)	.	.	2	.	-1	0.4%	-10	3	.
CN(Cc1cnccn1)C(=O)c1cc(COc2cccc(C(F)(F)F)c2)on1	12	-4%	-5	9%	-3	3.6%	0	5	-1%
Cc1cc(C)n(C(=O)c2cc3ccccc3c(=O)o2)n1	-13	0%	-3	-2%	6	0.3%	-15	3	2%
CC(Sc1nc(N)c(NC(=O)c2ccc(Br)o2)c(=O)[nH]1)C(=O)O (centres undefined)	4	-9%	-6	1%	9	-0.1%	-1	5	4%
Cc1cc(C)nc(NS(=O)(=O)c2ccc(N)cc2)n1	-3	5%	-1&-2&-5	-3%&-6%&-4%&-4%	3&0&-11	-1.1%&1.1%&-0.6%	8&2&-12	0&1&-2	1%

As entered above:
D1 antagonist, `Cc1cc(C)nc(NS(=O)(=O)c2ccc(N)cc2)n1` = 3&0&-11
D1 antagonist, `CN(Cc1cnccn1)C(=O)c1cc(COc2cccc(C(F)(F)F)c2)on1` = -3

Carrying on:
smiles	RXFP1 antagonist	Vif-A3F inh	D1 potentiator	Glioma ERSR ind	D1 antagonist	RXFP1 agonist	D2 potentiator	D1 agonist	Vif-APOBEC3G blk
COc1cc(C2C(C(=O)Nc3ccc(Cl)cc3)=C(C)Nc3nc(SC)nn32)cc(OC)c1OC (centres undefined)	-11	-7%	1	-3%	-9	3.1%	-8	2	-1%
COc1ccc(C(=O)NCCCNC(=O)c2ccco2)cc1OC	-26	0%	.	-1%	2	0.6%	3	7	-4%
O=C(N/N=C/C=C\c1cccc([N+](=O)[O-])c1)c1ccccn1	0	2%	13	1%	3	0.0%	10	1	0%
CC(C)(C)OC(=O)N1CCC(c2c(C(=O)NCCc3ccsc3)cnn2-c2ccccc2Cl)CC1	-18	-9%	22	-1%	16	-2.7%	4	0	5%

A portion of the library; rates above refer to the full screens.
